KCNH2 WT inh = qHTS for Inhibitors of KCHN2 3.1: Wildtype qHTS. AID 720551, 2013. activity change, % at 1.84 µM. 340,000 tested, 0.37% active. Voltage-gated inwardly rectifying potassium channel KCNH2 (Homo sapiens), Q12809. U2OS, BacMam KCNH2, thallium flux FluxOr; stronger effect = lower value;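 active means maximum activity change below -70%; inconclusive means maximum activity change between -70% and -50%; inactive means maximum activity change above -50%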
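U2OS cells transduced with wild-type KCNH2 virus are loaded with FluxOr dye for 45 min, and thallium flux is measured in kinetic reads before and after stimulation buffer. Rate constants are normalized to DMSO controls.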
GALK inhibitor = qHTS Assay for Inhibitors of Human Galactokinase (GALK); P51570; Purified GALK, Kinase-Glo residual ATP luminescence; Potency, µM (top dose mostly 57.5 µM), for the others: top-dose activity change, negative = inhibition, most hits filed as inhibitors; 270,000 tested, 0.007% active; AID 1868, 2009; further: potency means the concentration at half of the fitted maximal effect
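Quantitative HTS: GALK 5 nM, ATP 35 uM, galactose 100 uM, 1 h room temperature, then luciferase-based ATP detection.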
USP2a block = qHTS Assay for Inhibitors of Ubiquitin-specific Protease USP2a Using CHOP2 as the Reporter; Ubiquitin carboxyl-terminal hydrolase 2 (Homo sapiens), O75604; USP2 core, Ub-CHOP2 coupled fluorogenic reporter, 485/531; Potency, µM (titrated, usually from 38.3 µM), without a hit: at the highest dose activity change, negative = inhibition, most hits filed as inhibitors; 330,000 tested, 0.01% active; AID 463254, 2010;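 further: potency means the concentration at half of the fitted maximal effect; plate controls were DMSO wells for no effect and full inhibition by NEM control for full effect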
Target sequence (O75604 whole entry, looked up): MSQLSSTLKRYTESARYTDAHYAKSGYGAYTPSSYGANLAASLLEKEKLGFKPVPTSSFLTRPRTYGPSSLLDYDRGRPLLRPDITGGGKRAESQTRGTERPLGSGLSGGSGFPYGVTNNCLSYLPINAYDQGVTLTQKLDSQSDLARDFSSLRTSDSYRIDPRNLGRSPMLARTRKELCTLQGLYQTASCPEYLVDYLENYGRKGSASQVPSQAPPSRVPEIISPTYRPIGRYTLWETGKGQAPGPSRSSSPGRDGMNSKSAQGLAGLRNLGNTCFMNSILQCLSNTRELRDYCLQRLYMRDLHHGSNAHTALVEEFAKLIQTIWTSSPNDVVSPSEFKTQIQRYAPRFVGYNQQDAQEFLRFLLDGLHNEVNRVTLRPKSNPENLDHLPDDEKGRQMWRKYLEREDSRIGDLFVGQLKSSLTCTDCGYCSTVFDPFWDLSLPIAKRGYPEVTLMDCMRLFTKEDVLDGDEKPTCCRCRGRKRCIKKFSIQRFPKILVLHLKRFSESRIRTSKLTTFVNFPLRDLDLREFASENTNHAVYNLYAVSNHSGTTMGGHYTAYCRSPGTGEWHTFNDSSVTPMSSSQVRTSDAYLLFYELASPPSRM
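USP2 core (10nM final) preincubated 30min RT with compound in 20mM Tris-HCl pH 8.0, 2mM CaCl2, 2mM beta-mercaptoethanol, 0.05% CHAPS; 25nM Ub-CHOP2 plus 25nM reporter substrate added, fluorescence (Ex485/Em531) read after 60min.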
Eya2 phos inh = qHTS Assay for Inhibitors of the Phosphatase Activity of Eya2; Potency, µM (titrated, usually from 76.9 µM), for the others: top-dose activity, negative = inhibition, most hits filed as inhibitors; 330,000 tested, 0.006% active; Protein phosphatase EYA2 (Homo sapiens), O00167; AID 488837, 2010; recombinant Eya2, OMFP fluorescence dephosphorylation (OMFP is methylfluorescein phosphate); further: potency means the concentration at half of the fitted maximal effect
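Eya2 (0.2 uM) preincubated 10 min at ambient with compound, then OMFP substrate added at 50 uM; 10 min reaction in 50 mM HEPES pH 7.5, 50 mM NaCl, 5 uM MgCl2, 0.05% BSA, 1 mM DTT. Fluorescence read at Ex 485/Em 525 nm.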
PKM2 activator = qHTS Assay for Activators of Human Muscle isoform 2 Pyruvate Kinase. Potency, µM (series often up to 57.5 µM), for inactives: at the highest dose activation, most hits filed as activators. Pyruvate kinase PKM (Homo sapiens), P14618. purified PKM2, Kinase-Glo ATP luminescence, activation; response scale: 0% is enzyme alone, no compound. 260,000 tested, 0.34% active; further: potency means the concentration at half of the fitted maximal effect; nearly all actives have a fitted effect of over 55% in size
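Purified hPK-M2 (>95%) run at intermediate activity with 0.1 mM ADP and 0.5 mM PEP in 50 mM imidazole pH 7.2, KCl, MgCl2; 1 h room temperature. ATP formed read by Kinase-Glo luminescence; normalized to uninhibited and no-enzyme controls.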
Chronic BCR inh = qHTS Assay to Find Inhibitors of Chronic Active B-Cell Receptor Signaling | ABC-DLBCL IkBa-CBG/CBR reporter, luminescence ratio, 4 h | Potency, µM (top dose mostly 46.1 µM), for the others: at the highest dose ratio change, negative = lower green/red ratio, usual class: inhibitors | 340,000 tested, 0.05% active | AID 493014, 2011; active means well fitted inhibition curve with a large enough effect in the signal ratio, with a control signal flat, not every such curve was filed as active; inconclusive means small, poorly fitted or top-dose-only effect, or effect the other way, or a change in a side signal; the % refers to the signal ratio;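 further: potency means the concentration at half of the fitted maximal effect; plate controls were basal doxycycline-induced cells for no effect and cells given 10 µM MG132 for full effect; MG132 reads +100%, hits lower the ratio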
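Doxycycline induced both beetle luciferases in TMD8 lymphoma cells; IKK-driven degradation limits the IkappaBalpha-fused green signal, while red luminescence normalises for cell number and nonspecific effects. Compounds tested up to 46 uM, 4 hrs.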
KCNH2 3.1 block = qHTS for Inhibitors of KCHN2 3.1: Mutant qHTS; Potassium voltage-gated channel subfamily H member 2, brain isoform KCNH2 3.1 (human); U2OS KCNH2 3.1, thallium flux FluxOr; stronger effect = lower value; activity change, % (tested at about 1.8 µM); 340,000 tested, 0.95% active;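 active means maximum activity change below -70%; inconclusive means maximum activity change from -70% to -50%; inactive means maximum activity change above -50%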;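 further: thallium influx rate constant from kinetic fluorescence after stimulation buffer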
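FluxOr-based Tl+ influx in U2OS cells transduced with KCNH2 3.1 virus; rate constants normalized to DMSO controls.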
uPA surface inh = qHTS for Inhibitors of Cell Surface uPA Generation. cell surface uPA generation assay, qHTS. Potency, µM (doses to about 38.3 µM), without a hit: top-dose activity change, negative = inhibition, hits mostly inhibitors. 330,000 tested, 0.31% active; active means well fitted inhibition curve with a large enough effect; inconclusive means small, poorly fitted or top-dose-only effect; inactive means no such curve, though single readings can be large or run the other way; tested in mouse RAW 264.7 cells; further: potency means the concentration at half of the fitted maximal effect; nearly all actives have a fitted effect of over 55% in size
Giardia killer = Small Molecules that selectively kill Giardia lamblia: qHTS | Giardia lamblia trophozoite viability | activity change, % at 7.66 µM, hits read low | 340,000 tested, 0.15% active; in the data active means activity change below about -80%; inconclusive means between about -30% and that limit;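 further: parasites exposed to compound for two days anaerobically before the ATP read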
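Media and compound were dispensed first, then trophozoites at 100 cells/well; plates sat 48 hrs at 37 deg C without oxygen before ATP luminescence reagent was added and read after 15-30 min at room temperature.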
B2AR arrestin = qHTS assay of beta-arrestin-biased ligands of beta2-adrenergic receptor | Beta-2 adrenergic receptor (Homo sapiens), P07550 | beta-arrestin recruitment to beta2AR, cell-based reporter | Potency, µM (highest dose often 46.1 µM), for inactives: at the top dose activation, most hits filed as activators | 330,000 tested, 0.02% active;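 further: potency means the concentration at half of the fitted maximal effect; 0% = DMSO controls and full agonism = EC100 isoproterenol or metaproterenol; nearly all actives have a fitted effect of over 65% in size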
Target sequence (P07550 whole entry, looked up): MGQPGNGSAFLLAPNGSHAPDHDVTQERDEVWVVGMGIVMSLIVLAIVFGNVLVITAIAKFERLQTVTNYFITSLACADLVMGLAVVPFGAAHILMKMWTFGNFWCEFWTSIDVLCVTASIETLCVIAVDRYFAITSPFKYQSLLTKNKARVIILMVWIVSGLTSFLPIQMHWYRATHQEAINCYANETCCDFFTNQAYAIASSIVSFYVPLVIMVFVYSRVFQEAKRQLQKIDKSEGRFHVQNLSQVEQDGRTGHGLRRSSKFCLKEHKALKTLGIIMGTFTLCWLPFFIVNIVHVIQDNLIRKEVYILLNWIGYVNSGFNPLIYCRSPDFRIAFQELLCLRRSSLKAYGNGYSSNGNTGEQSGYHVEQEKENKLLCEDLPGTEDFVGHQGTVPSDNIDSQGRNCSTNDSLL
FBPA coupling cs = qHTS Assay for Inhibitors of Fructose-1,6-bisphosphate Aldolase from Giardia Lamblia: Coupling assay counterscreen; coupling enzyme system counterscreen, AmpLite Red fluorescence; activity change, negative = inhibition, % at 58.2 µM, hits read low; 290,000 tested, 0.67% active; AID 2472, 2010; in the data active means activity change below about -30%
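Counterscreen lacking aldolase: glyceraldehyde-3-phosphate coupling-enzyme reagent preincubated 10 min at RT with compound (at 57.5 uM final), then substrate/coupling system with AmpLite Red added; fluorescence read at 525/598 nm after 20 min RT.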
* marks the source's active call; other numbers are inactive results; ? = inconclusive; · = not tested or not shown; [ ] = dose if it differs, or a comment. Unless noted, the call rests on the fitted dose curve; in most records, active means well fitted curve in the direction sought with a large enough effect; inconclusive means small, poorly fitted or top-dose-only effect, or another doubt; inactive means no such curve, though single readings can be large; an effect the other way counts as inactive or inconclusive. Unless noted, on the % scale 0 is the no-effect control and ±100 the full control effect.

SMILES	KCNH2 WT inh	GALK inhibitor	USP2a block	Eya2 phos inh	PKM2 activator	Chronic BCR inh	KCNH2 3.1 block	uPA surface inh	Giardia killer	B2AR arrestin	FBPA coupling cs
O=C1CC(C(=O)Nc2ccc(F)c(Cl)c2)N=C(N2CCCCC2)N1 (stereo unspecified)	-4	2%	0%	19%	0%	?	7	-8%	9	0.2%	4
COC(C[C@@H]1O[C@@H]1[C@@H](O)[C@H](C)OCc1ccccc1)OC	1	1%	-3%	7%	-1%	?	-3	9%	4	-2.0%	2
O=C(NCCc1c[nH]c2ccccc12)C(=O)Nc1ccccc1	-7	1%	8%	6%	1%	?	-3	?	-5	-0.2%	-3
CCNC(=O)n1nccc1C(C)Oc1ccccc1 (stereo unspecified)	-6	-3%	4%	6%	-2%	?	-1	2%	-15	0.0%	-2
O=C1NC2(Nc3ccccc31)C(=O)Nc1ccc(Br)cc12 (stereo unspecified)	0	-1%	5%	1%	-9%	-6%	9	5%	8	0.2%	-1
CCOC(=O)N1CN(C(=O)OCC)CN(C(=O)OCC)C1	-1	3%	-3%	8%	-2%	-4%	6	-5%	-5	0.6%	4
COc1cc(/C=C2/C(=N)N3N=C(CC(=O)N4CCOCC4)SC3=NC2=O)ccc1OC(C)c1ccccc1 (stereo unspecified)	-28	9%	3%	8%	·	13%	1	-5%	-1	-0.7%	10
CCc1nc2ccccc2c(C(=O)OCc2nnc(-c3ccccc3)o2)c1C	3	0%	-2%	-26%	-1%	?	-6	9%	-25	0.3%	6
COc1ccc(C(=O)N/N=C(\C)CC(=O)N2CCN(C=O)CC2)cc1	-4	-4%	5%	-2%	-12%	?	7	2%	-2	-0.4%	1
Cc1nc2sccn2c(=O)c1S(=O)(=O)N1CCN(c2cccc(Cl)c2)CC1	-2	·	0%	5%	-17%	-6%	-4	9%	3	-0.6%	4
Cc1ccc(S(=O)(=O)NCCCNS(=O)(=O)c2ccc(C)cc2)cc1	-5	·	1%	-3%	·	?	-27	4%	-18	0.1%	·
COc1ccc(OC)c(N(CC(=O)NCCSC2CCCCC2)S(=O)(=O)c2ccccc2)c1	1	1%	3%	-7%	0%	0%	-3	10%	4	-0.7%	·
O=C(N1CCCCC1)N1CCN(S(=O)(=O)c2ccccc2)CC1	2	-3%	0%	2%	-9%[0.46 µM]	7%	3	8%	0	-0.7%	1
CC(C)(C)NC(=O)CN(Cc1cccs1)C(=O)CCN1CCc2ccccc21	-4	2%	2%	3%	2%	-3%	8	7%	-11	-0.1%	-1
O=C(CSCC(=O)N1CCOCC1)Nc1nc(-c2ccccc2)cs1	0	-2%	0%	-21%	-3%	6%	6	6%	11	-1.1%	0
CN(C(=O)COc1ccccc1C(=O)NCc1ccccc1)C1CCS(=O)(=O)C1 (stereo unspecified)	2	·	0%	13%	·	3%	-2	-2%	12	-0.2%	·
CCOc1ccc(-c2nc(C)sc2CC(=O)O)cc1	9	0%	3%	9%	1%	?	-9	·	-16	-0.3%	-1
COC(=O)c1cc(C(=O)NCCN2C(=O)S/C(=C\c3cccs3)C2=O)cc([N+](=O)[O-])c1	-5	0%	3%	1%	10%	?	-1	3%	-2	-0.9%	3
COc1ccc(C(=O)Nc2ccc(-c3n[nH]c(=S)o3)cc2)cc1OC	-1	-1%	-2%	-17%	·	?	-12	10%	-16	-0.3%	5
Cc1ccc(/C=C/C(=O)OCC(=O)NCCN2C(=O)CSC2=O)cc1	9	-1%	2%	-3%	1%	6%	-18	-9%	8	0.2%	3
CCNc1ccc(C(=O)OCC(=O)N2CCCC2)cc1[N+](=O)[O-]	10	0%	1%	0%	5%	-13%	-2	·	-25	-0.8%	1
CC(=O)N1Cc2cc(N)ccc2Oc2ccccc21	-4	-2%	-1%	4%	4%	-4%	·	0%	-2	0.0%	1
Cc1ccc(C(C)C)cc1S(=O)(=O)NC1CC(C)(C)NC(C)(C)C1	6	-2%	-1%	4%	-2%	?	10	-6%	-1	-0.1%	1
CCCc1nnc(SCC(=O)Nc2cc(C)on2)n1CCOC	-1	-1%	-1%	-8%	-10%	-5%	0	0%	16	-0.1%	0
CCC(=O)Nc1ccc(Cl)c(NC(=O)C(C)C)c1	-4	1%	0%	-1%	0%	2%	-12	4%	18	-0.1%	2
COc1ccc(CNC(=S)Nc2ccc(S(N)(=O)=O)cc2)cc1	64	-1%	-1%	4%	5%	?	11	6%	-9	-0.4%	-1
Cc1ccccc1CCNC(=O)C1CCC(=O)N(C2CCCCCC2)C1 (stereo unspecified)	7	-4%	2%	-19%	0%	0%	-6	1%	-8	-0.1%	·
CC(C)NC(=O)COc1coc(CN2CCN(Cc3ccccc3)CC2)cc1=O	0	-2%	1%	0%	·	5%	-2	2%	25	0.0%	·
CC(C)OC(=O)c1ccc(S(N)(=O)=O)o1	-2	3%	0%	0%	1%	0%	9	6%	-2	-0.1%	-1
O=c1c2c(ncn1Cc1ccccc1)nc1n2CCC1	-3	3%	5%	8%	0%	0%	1	9%	0	-0.9%	3
COc1ccc(OC)c(C2=NOC(C(=O)Nc3cc(C)on3)C2)c1 (stereo unspecified)	2	5%	-3%	-5%	-10%	-5%	-2	-2%	-4	0.3%	1
COc1cc(-c2noc(C)c2-c2ccc(N(C)C)nc2)cc(OC)c1OC	3	·	0%	-13%	-5%	?	12	-73%	9	-0.4%	-3
CCOC(=O)C1C(C)N=C2SCC(=O)N2C1c1cccc(Br)c1 (stereo unspecified)	7	-1%	-2%	1%	-7%	5%	3	-2%	-13	0.2%	1
COc1ccccc1C(=O)NC(=O)COC(=O)c1cnc(C)cn1	3	·	-2%	-24%	·	-1%	-1	0%	-1	0.1%	·
O=C(NN1C(=O)c2ccccc2C1=O)c1ccccc1[N+](=O)[O-]	9	1%	4%	7%	-1%	?	-3	9%	3	-1.5%	2
CCCCN1C=C(C(=O)OC)C(c2ccccc2Cl)C(C(=O)OC)=C1	-17	7%	1%	-29%	-1%	6%	-13	3%	1	-0.2%	2
Cc1ccc(-n2ncc(C#N)c2/N=C/N(C)C)cc1	3	2%	·	·	-1%	·	7	-1%	-3	·	1
Cc1cc2cc(C(c3nnnn3Cc3ccco3)N3CCCCC3)c(=O)[nH]c2cc1C (stereo unspecified)	-14	-1%	-2%	-2%	12%	10%	0	11%	4	-0.4%	0
Cc1nnc(SCc2ccc(C(=O)c3ccc(Cl)cc3)o2)n1-c1ccccc1	2	0%	-3%	2%	-6%	?	-19	-8%	-7	2.9%	0
Cc1ccc(C(=O)NCCOc2cccc(C)c2)cc1	13	-4%	4%	-6%	2%	3%	4	2%	-25	3.0%	3
CC(=O)N(c1ccc(C(F)(F)F)cc1)S(=O)(=O)c1ccc(N2C(=O)CCC2=O)cc1	-10	5%	3%	-4%	-4%	-2%	8	-5%	46[activator]	0.3%	·
COc1ccc(C(CNC(=O)Cc2cc(OC)c(OC)c(OC)c2)N2CCCC2)cc1 (stereo unspecified)	-14	-2%	0%	-3%	3%	3%	10	·	-3	0.2%	3
COCCCNC(=O)C(=O)NCCCOC(C)C	-1	0%	-1%	7%	-2%	7%	-7	-6%	-6	-0.1%	3
CCOC(=O)N1CCN(C(=O)C2CCN(S(=O)(=O)c3c(C)cc(C)cc3C)CC2)CC1	4	3%	-1%	19%	-2%	-20%	6	-2%	4	-0.4%	4
CCOC(=O)Nc1c(C)n(C)n(-c2ccccc2)c1=O	-21	3%	7%	7%	-4%	2%	23	·	1	-0.3%	1
Cn1c(=O)c(C(=O)CSc2ccccc2)c(N)n(Cc2ccccc2)c1=O	-6	-1%	2%	-2%	1%	9%	4	-9%	3	-0.4%	1
CN(C)C=Nc1ccc2nc3c(cc2c1)[nH]c1ccccc13	-3	·	2%	-9%	·	3%	20	?	-89*	0.5%	-11
CCCCN(C)C(=O)Cn1nc(-c2ccc(Cl)cc2)ccc1=O	-7	-1%	0%	-7%	·	-10%	-2	-5%	20	-0.1%	3
